From PubChem BioAssay
FLuc modulator: counter-screen for miR-21 project: firefly luciferase inhibitors or activators; P08659; purified FLuc, Km substrates, luminescence inhibition; Potency, µM (highest dose often 57.5 µM), for inactives: top-dose activity change, negative = inhibition, most hits filed as inhibitors; 6.9% of 360,000 active; AID 588342;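 further: potency means the concentration at half of the fitted maximal effect; plate controls were vehicle for no effect and reference inhibitor for full effect; nearly all actives have a fitted effect of over 55% in size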
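Purified P. pyralis luciferase, 10 nM final, with Km-level 10 uM D-luciferin and 10 uM ATP in 50 mM Tris acetate pH 7.5, 10 mM Mg acetate, 0.01% Tween-20, 0.05% BSA; 6-point qHTS titration about 60 µM downward; luminescence read.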
RORgamma inh: blocks mouse ROR gamma transcriptional activity; 5.4% of 310,000 active; Potency, µM (titrated, usually from 53.6 µM), inactives show at the highest dose activity change, negative = inhibition, usual class: inhibitors; P51450; Drosophila S2 Gal4-RORgamma UAS-luciferase reporter, 20 h; AID 2551; further: potency means the concentration at half of the fitted maximal effect; on the % scale 0 is the no-effect control and ±100 the full control effect; nearly all actives have a fitted effect of over 60% in size
Target sequence (P51450 whole entry, looked up, the tested form may be a part): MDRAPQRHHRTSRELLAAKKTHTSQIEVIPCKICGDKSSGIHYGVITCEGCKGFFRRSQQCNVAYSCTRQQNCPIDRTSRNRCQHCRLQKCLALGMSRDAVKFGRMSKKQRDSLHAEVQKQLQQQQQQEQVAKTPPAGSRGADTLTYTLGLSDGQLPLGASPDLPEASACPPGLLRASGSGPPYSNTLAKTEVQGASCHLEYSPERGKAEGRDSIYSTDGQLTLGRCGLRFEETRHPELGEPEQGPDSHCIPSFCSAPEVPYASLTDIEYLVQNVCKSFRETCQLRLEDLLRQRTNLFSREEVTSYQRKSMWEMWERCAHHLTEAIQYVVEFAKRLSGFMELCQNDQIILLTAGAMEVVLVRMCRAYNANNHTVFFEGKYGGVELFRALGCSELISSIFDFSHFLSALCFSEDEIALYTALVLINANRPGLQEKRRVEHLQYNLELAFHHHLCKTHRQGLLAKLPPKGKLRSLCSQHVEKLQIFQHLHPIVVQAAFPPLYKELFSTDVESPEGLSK
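ROR gamma transcriptional activity was tracked as Gal4-UAS luciferase output in stably transfected Drosophila Schneider cells, with compound added 1 hr before 700 uM copper sulfate induction and a 20 hr ambient-temperature incubation.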
KCNH2 3.1 inh: blocks the human KCNH2 3.1 channel isoform | activity change, % (tested at about 1.8 µM) | 0.95% of 340,000 active | U2OS KCNH2 3.1, thallium flux FluxOr; stronger effect = lower value | AID 720553;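 active means maximum activity change below -70%; inconclusive means maximum activity change from -70% to -50%; inactive means maximum activity change above -50%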;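 further: thallium influx rate constant from kinetic fluorescence after stimulation buffer; on the % scale 0 is the no-effect control and ±100 the full control effect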
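Measured as rate of thallium-driven FluxOr signal in transduced U2OS cells carrying the 3.1 channel, read kinetically for 2 min upon stimulation; values are rate constants scaled to DMSO control wells.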
ELG1 genotox: inducers of genotoxicity in HEK293T ELG1-luciferase cells. AID 504466. Potency, µM (highest dose often 46 µM), for the others: at the highest dose activity change, positive = activation, actives largely listed as activators. 1.3% of 330,000 active. HEK293T ELG1-luciferase reporter, luminescence, 16 h; further: potency means the concentration at half of the fitted maximal effect; % of control where 0% means no effect; nearly all actives have a fitted effect of over 60% in size
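Genotoxicity was scored as increased ELG1-luciferase reporter signal, measured by ONE-Glo luminescence (30 min, room temperature). Compound or vehicle exposure of the HEK293T reporter cells lasted 16 hr at 37°C.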
Tb PFK block: blocks T. brucei phosphofructokinase; T. brucei PFK, ADP-Glo luminescence; AID 485367; 0.17% of 330,000 active; O15648; Potency, µM (series often up to 57.5 µM), for the others: at the top dose activity, negative = inhibition, most hits filed as inhibitors;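 further: potency means the concentration at half of the fitted maximal effect; 0% = uninhibited 1x PFK enzyme wells and -100% = no-enzyme wells; nearly all actives have a fitted effect of over 60% in size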
Target sequence (O15648 whole entry, looked up): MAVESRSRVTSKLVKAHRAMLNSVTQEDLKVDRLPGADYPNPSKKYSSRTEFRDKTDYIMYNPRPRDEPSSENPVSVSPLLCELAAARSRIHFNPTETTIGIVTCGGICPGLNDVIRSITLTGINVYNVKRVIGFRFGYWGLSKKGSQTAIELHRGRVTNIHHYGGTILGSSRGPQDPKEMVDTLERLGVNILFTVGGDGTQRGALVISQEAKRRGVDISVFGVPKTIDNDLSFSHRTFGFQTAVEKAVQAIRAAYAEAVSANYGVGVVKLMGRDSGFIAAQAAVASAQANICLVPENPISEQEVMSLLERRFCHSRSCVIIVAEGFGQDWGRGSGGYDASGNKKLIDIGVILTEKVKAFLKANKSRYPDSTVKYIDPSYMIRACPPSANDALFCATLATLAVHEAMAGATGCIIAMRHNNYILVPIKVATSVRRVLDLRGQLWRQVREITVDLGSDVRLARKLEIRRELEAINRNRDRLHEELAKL
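PFK 1.25 nM, F6P 0.5 mM, ATP 0.1 mM, 0.1 M TEA pH 8.0, 5 mM MgCl2, 0.01% Tween20, 0.1% BSA; 45 min RT. ADP-Glo readout. qHTS titration up to 57 uM; curves fitted, compounds curve-classed.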
Gal4-VP16 FLuc: Gal4-VP16 reporter inhibition counter-screen | Drosophila S2 Gal4-VP16 UAS-luciferase, luminescence, 20 h | Potency, µM (highest dose often 53.6 µM), for inactives: top-dose activity, negative = inhibition, actives largely listed as inhibitors | 3.5% of 310,000 active | AID 2546;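 further: Gal4-VP16 expression switched on by copper sulfate through the metallothionein promoter; potency means the concentration at half of the fitted maximal effect; on the % scale 0 is the no-effect control and ±100 the full control effect; nearly all actives have a fitted effect of over 50% in size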
FBPA coupling cs: inhibits coupling enzyme system, counter-screen for aldolase hits; 0.67% of 290,000 active; AID 2472; activity change, negative = inhibition, % at 58.2 µM, hits read low; coupling enzyme system counterscreen, AmpLite Red fluorescence; in the data active means activity change below about -30%; further: on the % scale 0 is the no-effect control and ±100 the full control effect
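Fluorescence at 525 nm excitation and 598 nm emission measured inhibition of the coupled detection system without aldolase. Compounds (at 57.5 uM final) were preincubated 10 min at room temperature with coupling enzyme reagent before a 20 min substrate/AmpLite Red step.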
uPA generation: cell surface uPA generation inhibition; Potency, µM (series often up to 38.3 µM), for the others: at the top dose activity change, negative = inhibition, hits mostly inhibitors; AID 540303; cell surface uPA generation assay, qHTS; 0.31% of 330,000 active; active means well fitted inhibition curve with a large enough effect; inconclusive means small, poorly fitted or top-dose-only effect; inactive means no such curve, though single readings can be large or run the other way; tested in mouse RAW 264.7 cells; further: potency means the concentration at half of the fitted maximal effect; on the % scale 0 is the no-effect control and ±100 the full control effect; nearly all actives have a fitted effect of over 55% in size
Giardia killer: Giardia lamblia killing. Giardia lamblia trophozoite viability. activity change, % at 7.66 µM, hits read low. 0.15% of 340,000 active; in the data active means activity change below about -80%; inconclusive means between about -30% and that limit;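 further: parasites exposed to compound for two days anaerobically before the ATP read; on the % scale 0 is the no-effect control and ±100 the full control effect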
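Luminescent ATP signal served as the viability read-out, measured 15-30 min after adding ATP detection reagent to trophozoites that had been incubated with compounds for 48 hrs at 37 deg C anaerobically at 100 cells/well.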
NPC1 promoter act: activates the NPC1 promoter | 2.4% of 320,000 active | Potency, µM (highest dose often 9.22 µM), inactives show at the highest dose activation, hits mostly activators | Huh7 NPC1 promoter luciferase reporter, 24 h | AID 485313;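 further: potency means the concentration at half of the fitted maximal effect; % of control where 0% means no effect; nearly all actives have a fitted effect of over 60% in size; reporter is driven by a mutant NPC1 promoter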
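Compounds in DMSO were transferred onto Huh7 NPC1-luciferase reporter cells pre-incubated 2 h; after 24 h at 37 °C, Amplite reagent was dispensed and luminescence recorded 10 min later.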
Rab9 prom act: activates the Rab9 promoter | AID 485297 | Potency, µM (highest dose often 9.22 µM), for inactives: top-dose activation, negative = inhibition, most hits filed as activators | 2.8% of 320,000 active | Huh7 Rab9 promoter-luciferase reporter, luminescence, 24 h; further: potency means the concentration at half of the fitted maximal effect; % of control where 0% means no effect; nearly all actives have a fitted effect of over 60% in size
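Huh7 cells stably carrying a Rab9 promoter-luciferase reporter, 1500 cells per well in OP-MEM I with 10% FBS, treated with compound 24 hours at 37C. Luciferase activity read by luminescence after 10 minutes with Amplite reagent.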
Numbers without * were called inactive; ? = inconclusive; nt = not tested or not shown; [ ] = another dose, or the depositor's remark. Unless noted, the call rests on the fitted dose curve; in most records, active means well fitted curve in the direction sought with a large enough effect; inconclusive means small, poorly fitted or top-dose-only effect, or another doubt; inactive means no such curve, though single readings can be large; an effect the other way counts as inactive or inconclusive.

SMILES	FLuc modulator	RORgamma inh	KCNH2 3.1 inh	ELG1 genotox	Tb PFK block	Gal4-VP16 FLuc	FBPA coupling cs	uPA generation	Giardia killer	NPC1 promoter act	Rab9 prom act
Cc1ccc(N=C2NC(=O)/C(=C/c3cccnc3)S2)c(C)c1	-4%	-29%	-8	-10%	-6%	-6%	1	10%	-21	1%	-9%
C/C(=C\c1ccccc1F)C(=O)c1c(C)cc(C)[nH]c1=O	0%	-17%	14	-6%	12%	-4%	2	-1%	23	-4%	1%[1.84 µM]
c1ccc(Nc2nc(N3CCCCC3)nc(N3CCCCC3)n2)cc1	6%	-19%	-30	-4%	1%	6%	0	4%	-8	0%	-5%
O=C(COC(=O)/C=C/c1cccs1)Nc1cccc(S(=O)(=O)N2CCOCC2)c1	-4%	-12%	7	2%	5%	-3%	0	3%	21	-4%	2%
CC1(C(=O)O)COC(c2ccc(Cl)cc2)OC1 (stereo not given)	2%	1%	-8	-1%	2%	4%	2	4%	5	-2%	-6%
C=C(C)Cn1c(=O)c2c(nc3n2CCCN3Cc2ccccc2)n(C)c1=O	2%	17%	-19	-2%	0%	7%	1	1%	4	-5%	2%
COCCn1c(SC(C)C(=O)NC2CCCCC2C)nc2ccccc2c1=O (stereo not given)	1%	nt	1	-4%	25%	nt	nt	0%	5	3%	-5%
COc1cccc(CN(C)C(=O)CCC(=O)c2cc(Br)ccc2OC)c1	nt	nt	-13	-2%	7%	nt	nt	-1%	-8	nt	nt
CN(C)CCC1c2ccc(Cl)cc2CCc2cccnc21 (stereo not given) (tested in a mixture with another compound)	-3%	0%	-18	-4%	-12%	-1%	3	-4%	24	9%	1%
CSCCC(NC(=O)c1ccccc1C)C(=O)O (stereo not given)	4%	-1%	-2	-5%	6%	-11%	4	0%	3	-5%	-5%
CN(CC(=O)Nc1cccc(F)c1)C(=O)c1cc([N+](=O)[O-])ccc1N1CCCCC1	1%	nt	5	1%	-6%	nt	nt	-3%	8	-7%	7%
CC1(C)OC(=O)N(CCC(=O)Nc2cccc(F)c2)C1(C)O (stereo not given)	-1%	15%	0	0%	-6%	-1%	1	-2%	-16	-5%	-2%
N=C1C(c2ccccc2)=C(O)CN1NC(=O)c1ccccc1	-1%	0%	1	8%	5%	2%	0	3%	3	-4%	-3%
Cn1nnnc1SCc1ccc(C(=O)Nc2ccc(Br)cc2)cc1	6µM*	16%	0	?	-5%	3%	0	2%	-18	?	?
Cn1c(=O)[nH]c(=O)c2c1nc(Br)n2CC(O)c1ccccc1 (stereo not given)	1%	2%	-5	-8%	-4%	-3%	-1	5%	2	0%	0%
CCOc1ccc(-n2c(Cc3cc(=O)[nH]c(=O)[nH]3)nnc2SC(C)C)cc1	2%	11%	-16	-1%	-4%	6%	-1	4%	-11	-4%	-3%
CC(C)CC1C(C#N)=C(N)Oc2n[nH]c(-c3cccs3)c21 (stereo not given)	4%	2%	-21	-2%	2%	5%	-4	nt	-3	-4%	1%
O=C(O)CCCCCCCCCC[n+]1ccccc1	0%	-3%	8	-3%	-11%	-1%	4	4%	-10	4%	-8%
Cc1cc2c3ccccc3ncn2n1	-12%	9%	-9	-2%	8%	10%	0	5%	-15	-3%	-5%
COc1cccc(-c2nnc(SCC(=O)Nc3ccc4c(c3)OCCO4)n2Cc2ccco2)c1	-9%	11%	-5	-3%	-2%	2%	6	6%	8	-3%	-4%
CNc1nc(-c2ccc3c(c2)CCN3C(=O)CC(C)(C)C)c(C)s1	2%	-5%	-19	-5%	1%	22%	2	-4%	9	-10%	-2%
Cc1cc(C)nc(SCC(=O)c2ccc(F)cc2)n1	-13%	1%	5	8%	0%	-24%	0	19%	-18	9%	21%
CCOc1ccc(/C=c2\sc3nc(-c4ccco4)nn3c2=O)cc1OCC	4%	?	7	-1%	-10%	6%	-2	2%	11	-4%	2%
CCN(CC)S(=O)(=O)c1cc(NS(=O)(=O)c2c(Cl)cccc2Cl)ccc1C	4%	?	4	-4%	1%	-4%	7	-1%	1	-6%	-2%
CCOC(=O)CNC(=S)N(Cc1ccc(C)cc1)Cc1ccc(C)o1	-5%	-36%	-7	1%	6%	2%	1	-3%	16	-2%	-5%

(cont.)
SMILES	FLuc modulator	RORgamma inh	KCNH2 3.1 inh	ELG1 genotox	Tb PFK block	Gal4-VP16 FLuc	FBPA coupling cs	uPA generation	Giardia killer	NPC1 promoter act	Rab9 prom act
COc1cc(C(=O)N2CCN(Cc3ccc4c(c3)OCO4)CC2)c([N+](=O)[O-])cc1OC	2%	-17%	5	-13%	1%	-3%	3	10%	-4	-4%	-4%
Cc1cccc(NC(=O)c2cc(NC(=O)C3CCCCC3C(=O)O)ccc2N2CCCCC2)c1 (stereo not given)	4%	?	-30	1%	-2%	-16%	3	nt	8	1%	-2%
O=c1ccc2ccc(Oc3ccc([N+](=O)[O-])cc3[N+](=O)[O-])cc2o1	3%	10µM*	nt	?	-7%	?	3	nt	nt	1%	-9%
Cc1noc(C)c1C(=O)OCC(=O)Nc1ccccc1Oc1ccccc1	-1%	12%	-2	1%	0%	4%	6	7%	-9	3%	2%
CC(=O)Nc1sc(C)c(C)c1C(=O)OCC(=O)NCc1ccc(Cl)cc1	2%	nt	15	4%	2%	nt	nt	8%	14	-3%	-7%
O=S(=O)(Nc1ccc(N2CCOCC2)cc1)c1ccc(F)cc1	4%	17%	2	-2%	-9%	-11%	-1	4%	-13	-6%	1%
CCC(CO)Oc1cc(NCc2ccccc2C(F)(F)F)c2ncn(C(C)C)c2c1 (stereo not given)	nt	nt	-1	-6%	5%	nt	nt	?	-19	nt	nt
Cc1ccc(CS(=O)(=O)Cc2ccc(C(=O)NCc3cccs3)o2)cc1	3%	27%	0	-24%	-6%	2%	0	-2%	7	-2%	-3%
CC1OC(Oc2ccc3ccc(=O)oc3c2-c2c(O)ccc3cc(Oc4ccc5ccc(=O)oc5c4)c(=O)oc23)C(O)C(O)C1O (stereo not given)	7%	10%	-5	2%	1%	4%	-1	18%	-1	-2%	1%
CCCCn1c(N)c(N(CC)C(=O)CSCC(=O)Nc2ccc(OC)cc2)c(=O)[nH]c1=O	-2%	nt	1	3%	2%	nt	nt	-3%	-24	-1%	-2%
O=C(Nc1ccccc1C(=O)O)/C(=C/c1ccc([N+](=O)[O-])cc1)NC(=O)c1ccc(Br)o1	?	40%	6	-5%	5%	-12%	-1	-3%	-10	-7%	-2%
CC(C)N1CCN(S(=O)(=O)c2ccccc2)CC1	-1%	2%	12	-5%	-7%	0%	0	2%	-14	-3%	4%
O=C(NNC(=O)c1cccc(C(F)(F)F)c1)c1ccncc1	-11%	10%	1	2%	-9%	-6%	4	4%	-19	1%	-4%
COC(=O)COc1ccc(/C=N/NC(=O)CN(c2ccccc2OC)S(=O)(=O)c2ccccc2)cc1	-1%	1%	-89*	4%	-2%	1%	-1	-7%	-11	-5%	-11%
CC(=O)Nc1ccc(S(=O)(=O)NCCC(=O)OCc2ccccc2F)cc1	-1%	nt	2	1%	3%	nt	nt	-10%	-5	-1%	-2%
Cc1nn(CC(=O)OCC(=O)NC(C)c2ccccc2)c(C)c1[N+](=O)[O-] (stereo not given)	1%	8%	3	1%	-2%	4%	0	55%[activator]	0	-1%	-4%
